High-throughput results as filed in PubChem BioAssay.
Efflux pump mplx = inhibitors of Candida efflux pumps in yeast, primary screen, S. cerevisiae, Nile Red, multiplex. actives 0.44% (n = 330,000). S. cerevisiae Candida pump triplex. AID 485275, 2010. inhibition, % at 10 µM;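 active means plate passing quality check with inhibition over a set limit, or well fluorescence over plate mean plus 4 SD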;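 further: Nile Red retained in pooled yeast measured as flow cytometry median fluorescence; 0% = buffer negative control and 100% = Enniatin B positive control; higher means more Nile Red kept so more efflux inhibition; some compounds called inactive have numbers as strong as hits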
EBNA-1 inhibitor = EBNA-1 DNA-binding inhibitors, primary screen, biochemical, fluorescence polarization; actives 0.34% (n = 300,000); inhibition, % at 14.8 µM; in the data active means inhibition above about 28%
PP1 counter = PP1-alpha phosphatase inhibitors, primary screen, counter-screen for PP5 inhibitor project, biochemical, fluorescence, OMFP substrate, single point; Serine/threonine-protein phosphatase PP1-alpha catalytic subunit (Homo sapiens), P62136; actives 0.9% (n = 320,000); inhibition, % at 6.7 µM; purified PP1alpha;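 active means inhibition above the mean inhibition of all tested compounds plus 3 SD, computed separately for each screening campaign, cut at about 15% in these data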
Target sequence (P62136 whole entry, looked up): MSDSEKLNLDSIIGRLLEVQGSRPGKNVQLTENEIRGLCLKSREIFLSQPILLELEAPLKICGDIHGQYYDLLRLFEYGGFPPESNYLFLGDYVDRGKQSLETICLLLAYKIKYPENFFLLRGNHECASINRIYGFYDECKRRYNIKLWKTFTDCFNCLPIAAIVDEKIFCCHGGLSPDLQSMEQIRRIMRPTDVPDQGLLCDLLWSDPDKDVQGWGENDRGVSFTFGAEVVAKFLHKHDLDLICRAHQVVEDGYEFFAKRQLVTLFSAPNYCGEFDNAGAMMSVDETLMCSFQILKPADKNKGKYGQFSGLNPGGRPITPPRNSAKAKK
ZTA DNA inh = ZTA (EBV) inhibition in EBNA-1 counter-screen. inhibition, % at 11 µM. actives 0.15% (n = 320,000). ZTA-DNA binding, fluorescence polarization; in the data active means inhibition above about 33%
core dimer inh = inhibitors of HCV core protein dimerization, primary screen, biochemical, TR-FRET, high-throughput | TR-FRET GST/Flag-core106 dimerization, 1536-well | inhibition, % at 5 µM | actives 0.33% (n = 300,000) | AID 1899, 2009;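 active means inhibition above the mean of all tested compounds plus 3 SD, set per screening campaign, cut at about 45% in these data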
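assay system = GST-tagged and Flag-tagged HCV core protein residues 1-106 | controls = unlabelled core106 and no-GST-core106 wells | incubation = compound-protein-antibody incubation 4 h at 22.5 °C | probe or stimulus = Eu donor and XL665 acceptor anti-tag antibodies | read-out = % inhibition based on acceptor/donor emission ratio | signal = TR-FRET 671 and 617 nm emission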
PP5 inh = PP5 phosphatase inhibitors, primary screen, biochemical, fluorescence; inhibition, % at 6.7 µM; purified PP5c, OMFP substrate fluorescence; actives 0.18% (n = 320,000);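 active means inhibition above the campaign's mean inhibition across all tested compounds plus 3 SD, cut at about 9.5% in these data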;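 further: 0% = DMSO only and 100% = 100 µM cantharidin control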
Target sequence (P53041 whole entry, looked up): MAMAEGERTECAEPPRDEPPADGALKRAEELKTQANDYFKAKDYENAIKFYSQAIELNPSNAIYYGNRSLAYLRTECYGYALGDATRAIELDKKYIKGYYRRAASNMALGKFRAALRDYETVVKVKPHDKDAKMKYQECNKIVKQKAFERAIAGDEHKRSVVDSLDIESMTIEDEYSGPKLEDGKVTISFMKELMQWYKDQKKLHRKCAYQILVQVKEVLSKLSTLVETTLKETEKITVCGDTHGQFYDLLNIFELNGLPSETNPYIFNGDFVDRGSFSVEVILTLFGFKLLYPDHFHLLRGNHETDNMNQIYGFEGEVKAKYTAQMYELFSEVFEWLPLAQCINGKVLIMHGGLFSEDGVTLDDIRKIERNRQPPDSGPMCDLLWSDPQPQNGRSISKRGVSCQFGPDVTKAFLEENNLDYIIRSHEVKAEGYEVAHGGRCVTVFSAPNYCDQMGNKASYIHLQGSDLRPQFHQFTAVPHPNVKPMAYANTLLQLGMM
TPT1 inhibitor = Candida albicans TPT1 enzyme inhibitors, primary screen, biochemical, fluorescence polarization. tRNA 2'-phosphotransferase TPT1 (Candida albicans SC5314). recombinant caTPT1, FP RNA substrate dephosphorylation. inhibition, % at 5 µM. actives 0.81% (n = 300,000);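 active means inhibition above the mean of all tested compounds plus 3 SD, set per screening campaign, cut at about 24% in these data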;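 further: plate controls were DMSO alone for no effect and ferristatin control at 100 nM for full effect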
PREPL inhibitor = PREPL enzyme inhibitors, primary screen, biochemical, fluorescence polarization; recombinant PREPL, fluorescence polarization activity-based probe; AID 2751, 2010; inhibition, % at 5.96 µM; Prolyl endopeptidase-like (Homo sapiens), Q4J6C6; actives 0.68% (n = 320,000); in the data active means inhibition above about 43%;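 further: 0% = enzyme with DMSO and 100% = wells lacking enzyme; many of its hits are not listed in these tables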
Fh CTSL1 inh = Fasciola hepatica cathepsin L1 inhibitors, primary screen, counter-screen for PFM18AAP inhibitor project, biochemical, QFRET, fluorogenic peptide substrate; recombinant F. hepatica cathepsin L1, Z-Leu-Arg-MCA fluorescence; inhibition, % at 5.96 µM; actives 0.49% (n = 300,000);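 active means inhibition above the mean of all tested compounds plus 3 SD, set per screening campaign, cut at about 17% in these data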;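 further: 0% = plate median of test compound wells and 100% = 1 µM Z-Phe-Ala-diazomethylketone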
* marks the source's active call; other numbers are inactive results. The list is partial (hit frequency here may not be typical).

No.	SMILES	PP1 counter	TPT1 inhibitor	Fh CTSL1 inh	PREPL inhibitor	EBNA-1 inhibitor
1	CCOC(=O)C1(CC)NC(c2cccc(F)c2)C2C(=O)N(CC)C(=O)C21 (stereo not drawn)	-4	-4	-3	-4	12
2	COc1ccc(C(C)=O)cc1Cn1nnc(-c2ccccc2Br)n1	-5	2	-2	-7	11
3	O=C(NCCCN1CCCC1=O)C1CCN(S(=O)(=O)c2c(Cl)cccc2Cl)CC1	-5	2	-5	-2	-5
4	Cc1ccc2nc3c(nc2c1)-c1ccccc1C3=O	-4	-2	6	6	-2
5	COC(=O)c1cc(OC)c(OC)cc1NC(=O)C(C)Sc1ccc(C)cc1 (stereo not drawn)	-1	-1	2	-1	3
6	CCC(=O)N1C(Cc2ccccc2)COC1(C)C (stereo not drawn)	-3	-1	5	8	-2
7	Cc1ccc(NC(=O)c2ccc3c(c2)OCCO3)cc1C	1	1	1	6	9
8	CC(C)(C)c1ccc2c(c1)OC(C(=O)N/N=C\c1ccccn1)CO2 (stereo not drawn)	1	0	1	30	-1
9	Cc1cc(-n2cnc(-c3cn(C)nc3C)n2)no1	-6	2	1	-5	2
10	O=C(COC(=O)c1ccc(Cl)nc1)NCc1ccc2c(c1)OCO2	-2	-2	-1	8	-8
11	COc1cccc(N2CC(C(=O)Nc3nnc(SCCN4CCOCC4)s3)CC2=O)c1 (stereo not drawn)	0	0	-6	1	-4
12	Cc1cccc(Nc2nc(N)c(C#N)c(CC#N)c2C#N)c1	-2	1	-1	4	0
13	COc1ccccc1NC(=O)c1cc(S(=O)(=O)NC2CCCC2)ccc1F	1	0	2	0	-27
14	CCOC(=O)N1CCN(C(=O)C2CCCN(S(=O)(=O)c3ccc(OCC)cc3)C2)CC1 (stereo not drawn)	-1	1	-1	-1	3
15	CCN1CCN(C(=O)c2c(-c3c(Cl)cccc3Cl)noc2C)CC1	3	0	16	6	-5

No.	ZTA DNA inh	core dimer inh	Efflux pump mplx	PP5 inh
1	2	2	0.1	1.0
2	7	3	-0.3	-1.4
3	-8	1	-0.1	-1.2
4	11	6	0.1	-1.6
5	-2	8	0.0	2.8
6	-9	-3	1.2	0.1
7	8	4	0.0	-2.4
8	-20	-2	0.1	5.1
9	-4	0	0.2	-4.2
10	-2	5	0.1	-0.4
11	7	18	0.0	-0.3
12	0	0	0.0	1.8
13	-1	2	0.0	2.8
14	2	8	0.1	0.3
15	-6	-20	-0.1	-5.8

(cont.)
No.	SMILES	PP1 counter	TPT1 inhibitor	Fh CTSL1 inh	PREPL inhibitor	EBNA-1 inhibitor
16	COc1ccc(NC(=O)COC(=O)CCc2ccccc2)c(OC)c1	1	1	-8	1	2
17	CCO[C@H]1OC(C(=O)O)=C[C@@H](c2ccccc2)[C@@H]1CCCO	1	4	6	8	-4
18	Cc1ccc(-n2c(SCC(=O)N3CCC(C(=O)O)CC3)nc3ccccc3c2=O)cc1C	-3	2	3	-3	7
19	COc1c(OC(C)=O)ccc(/C=N\NC(=O)c2ccc(Br)cc2)c1[N+](=O)[O-]	2	1	1	15	-2
20	CCN(CC)C(=O)CSc1nnc(-c2cccnc2)n1Cc1ccccc1	-4	-2	-2	0	4
21	O=[N+]([O-])c1cc(-c2ccc(/C=N\n3cnnc3)o2)cc([N+](=O)[O-])c1	3	-3	6	19	-1
22	Cc1cc(OCC(=O)NCCc2cccc(F)c2)c2c(C)cc(=O)oc2c1	3	1	3	8	12
23	C[n+]1cc(C(=O)N2CCCCC2)ccc1/C=C/c1c[nH]c2ccccc12	-6	132*	5	1	-1
24	Cc1cc(NC(=O)COC(=O)c2oc3c(Cl)cccc3c2C)no1	3	-3	8	8	-2
25	CCc1ccc(NC(=O)[C@H](Cc2c[nH]c3ccccc23)NC(=O)[C@@H]2Cc3ccccc3CN2)cc1	9	-3	0	0	6
26	CC(C(=O)NC1=NCCS1)N1C(=O)C2CC=CCC2C1=O (stereo not drawn)	-2	1	6	3	-6
27	Cc1cccc(NS(=O)(=O)c2ccc3c(c2)Cc2cc(S(=O)(=O)Nc4cccc(C)c4C)ccc2-3)c1C	0	2	0	-1	16
28	CCCCn1c(=O)[nH]c2nc3cc(N)ccc3nc2c1=O	-7	-98	1	22	-10
29	O=c1c2c3c(sc2nc2n1CCC2)CCC3	-4	3	1	5	-8
30	CCC(=O)Nc1nnc(CSCc2ccccc2)s1	4	3	-2	-7	6

No.	ZTA DNA inh	core dimer inh	Efflux pump mplx	PP5 inh
16	9	-1	0.0	0.9
17	9	13	0.0	-1.5
18	13	5	-0.1	-1.0
19	-3	-11	0.2	2.0
20	1	3	-0.2	-1.2
21	-18	36	-0.3	0.7
22	17	-10	0.4	0.3
23	4	-9	0.7	4.0
24	-17	6	0.1	-1.7
25	13	-4	-0.1	4.0
26	-4	1	-0.1	2.3
27	7	24	0.2	2.0
28	1	-4	0.7	-6.4
29	3	3	0.1	3.0
30	5	-1	0.1	1.9

(next part)
No.	SMILES	PP1 counter	TPT1 inhibitor	Fh CTSL1 inh	PREPL inhibitor	EBNA-1 inhibitor
31	CN(C)c1ccc(/C=N/NC(=O)c2nnn(-c3nonc3N)c2CN2CCCCCC2)cc1	-7	1	-1	19	-4
32	O=C(NCc1cccs1)C1CCN(S(=O)(=O)c2ccc(Cl)cc2)CC1	4	-3	-3	-3	-2
33	CC(=O)NC(Cc1ccc(O)cc1)C(=O)NN (stereo not drawn)	0	1	-2	10	9
34	Cc1nc([N+](=O)[O-])cn1CC(=O)NCCCO	-2	1	0	6	14
35	CCOC(=O)C1=C(N)Oc2cc(C)[nH]c(=O)c2C1c1ccncc1 (stereo not drawn)	-2	-1	-1	15	-9
36	O=C(NN1C(=O)C2C3C=CC(C3)C2C1=O)C(O)c1ccccc1 (stereo not drawn)	-2	0	1	9	-16
37	Cc1ccccc1NC(=S)NCCO	2	-3	2	1	-1
38	CC(=O)c1ccc(N2CCN(C(=O)COc3ccc(F)cc3)CC2)c(F)c1	-2	-1	2	-15	1
39	O=C(CC(=O)c1ccccc1O)c1ccc(F)cc1	1	-4	0	-29	14
40	COc1ccccc1N1CCN(/N=C/c2ccccc2C(=O)O)CC1	3	0	-3	-2	-3
41	CCn1cc(C(=O)O)c(=O)c2cc(F)c(N3CCN(C(=S)NC(=O)c4cc(OC)cc(OC)c4)CC3)cc21	11	1	6	-1	-5
42	CCCc1nnc(NC(=O)Nc2ccc(OC)cc2)s1	3	2	-2	9	10
43	Cc1cc(NC(=O)CSc2nc(-c3cccnc3)ccc2C#N)no1	0	3	2	4	5
44	Cc1ccc(SCC(=O)N2N=CCC2c2ccccc2)cc1 (stereo not drawn)	3	1	0	-1	3
45	CC(C)(C)NC(=O)CN(Cc1ccc2c(c1)OCO2)C(=O)CNC(=O)c1cccs1	-2	5	2	13	-17

No.	ZTA DNA inh	core dimer inh	Efflux pump mplx	PP5 inh
31	4	22	0.5	4.1
32	10	-3	-0.2	-2.1
33	16	7	0.1	0.3
34	7	0	-0.3	0.5
35	-16	-5	0.0	0.2
36	-21	-4	0.1	0.4
37	6	-2	0.1	1.7
38	0	6	0.0	1.8
39	-1	-4	-0.2	1.4
40	3	0	0.0	1.6
41	7	5	0.3	1.3
42	7	1	0.0	1.9
43	9	0	-0.1	1.2
44	6	5	-0.1	0.0
45	0	9	0.0	0.8

(list continues)
No.	SMILES	PP1 counter	TPT1 inhibitor	Fh CTSL1 inh	PREPL inhibitor	EBNA-1 inhibitor
46	Cc1ccc(C(=O)c2ccccc2C(=O)Nc2ccccc2)cc1	2	3	2	-2	1
47	Cc1ccccc1Cn1nc(C)c(NC(=O)c2noc3c2CC(C(C)(C)C)CC3)c1C (stereo not drawn)	2	-3	2	16	2
48	COc1ccc(C2C=C(C34CC5CC(CC(C5)C3)C4)NC(=S)N2)cc1 (stereo not drawn)	7	2	0	8	10
49	CC1CCC(NC(=O)Nc2cccs2)CC1 (stereo not drawn)	0	-2	0	-1	-3
50	Cc1c(NC(=O)C2CCCN(S(=O)(=O)c3cnc[nH]3)C2)c(=O)n(-c2ccccc2)n1C (stereo not drawn)	-7	-1	-4	3	-15
51	CCOc1cc(CNC2CCCC2)cc(Cl)c1OCc1ccc(F)cc1	6	0	2	-30	5
52	O=C(O)C(Cc1ccc(Cl)cc1)NS(=O)(=O)c1ccc(Cl)cc1 (stereo not drawn)	7	-2	-1	8	-20
53	CCOc1ccc(CNC(=O)Cn2ccc3cc(S(=O)(=O)N4CCCC4)ccc32)cc1	-2	2	-3	-7	-6
54	C=C(C)CSc1nnc([C@@H](NC(=O)OC(C)(C)C)C(C)CC)o1 (stereo partly drawn)	-2	-4	2	16	-5
55	COc1ccc(CCNC(=O)c2c(O)c3cccc4c3n(c2=O)CC4)cc1OC	-3	1	2	4	-5
56	CCOc1ccccc1NC1c2ccccc2C(=O)N1Cc1ccco1 (stereo not drawn)	2	0	2	16	2

No.	ZTA DNA inh	core dimer inh	Efflux pump mplx	PP5 inh
46	-13	12	0.1	2.2
47	-12	8	0.1	3.5
48	-13	14	0.1	0.1
49	-9	0	0.1	1.3
50	-12	-1	0.1	3.4
51	13	-10	-0.1	1.8
52	1	-4	0.0	2.2
53	0	0	0.1	0.3
54	-27	1	-0.1	2.2
55	-4	3	-0.1	0.7
56	1	10	-0.1	3.8
